# Screens (PubChem)
# HCMV antiviral: inhibitors of human cytomegalovirus. HFF cells, HCMV-luciferase reporter, 72 h; stronger effect = lower value. activity change, negative = inhibition, % at 57.5 µM. hit rate 4.5% among 410,000. AID 1259415; in the data active = activity change below about -60%; inconclusive = no clear call, values can overlap the other calls; inactive = above about -39%
#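 Human foreskin fibroblasts infected with luciferase-reporter HCMV at MOI 1 PFU/cell, compounds at two doses. Luciferase measured 72 h post infection; normalized to buffer-only basal and Salinomycin (10uM) controls.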
# AMA1-RON2 inh: disrupts binding of P. falciparum AMA1 to RON2. AlphaScreen AMA1-biotinylated RON2 peptide binding. Potency, µM (series often up to 58.2 µM), inactives show at the top dose activity change, negative = inhibition, hits mostly inhibitors. AID 720542. hit rate 0.2% among 360,000; active = well fitted inhibition curve with a large enough effect; inconclusive = small, poorly fitted or top-dose-only effect; inactive = no such curve, though single readings can be large or run the other way;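 also: potency is read from the fitted curve at half-maximal effect; 0% = vehicle wells and -100% = peptide control; nearly all actives have a fitted effect of over 45% in size; some results filed as inactive show a strong effect at the top dose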
#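 AMA1 (3D7) with his tag at 25 nM final met compounds first, then biotinylated RON2 peptide at 25 nM; detection used donor plus acceptor beads, 10 µg/mL apiece, read by AlphaScreen after 30 min at room temperature.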
# * = called active by the depositor; ? = inconclusive; [ ] = another dose, or the depositor's remark. Unless noted, % is scaled to controls: 0 for no effect and ±100 for the full control effect. Some of the compounds tested (hit frequency here may not be typical).
molecule,AMA1-RON2 inh,HCMV antiviral
Cc1cccc(C)c1-n1nnnc1C(CCc1ccccc1)N1CCC(n2c(=O)[nH]c3ccccc32)CC1 (stereo not given),-1%,-94*
Cc1cc2nc(C3CCCCC3)c(Cc3ccsc3)n2c(C)c1Br,?,6
O=C(NCc1ccccc1)c1ccc(NC(=O)C2CCCC2)cc1,-1%,-23
COC(=O)[C@@]12C[C@@H](CC(=O)NCc3cccs3)C(=O)N(Cc3cccc4ccccc34)C1=CCC(C)(C)C2,-20%,-3
Nc1ccc(Cc2ccc([N+](=O)[O-])cc2)cc1,-4%,-64*
O=C(CC(O)(CC(=O)OCc1ccccc1)C(=O)OCc1ccccc1)OCc1ccccc1,7%,-13
O=C1CCC2c3[nH]c4ccccc4c3CCN12 (stereo not given),0%,26
COC(=O)C1=C(c2ccccc2)C[C@@H]2CC[C@H]1N2C(=O)NCCO,-20%,19
COC(=O)/C=C/c1ccc2c(c1)S(=O)(=O)N(c1cccc(OC)c1)[C@H]2CC(=O)OC,6%,-27
O=[N+]([O-])c1ccc(CN2CC(N3CCC(c4ccccc4)CC3)CS2(=O)=O)cc1 (stereo not given),-20%,4
CC(C)C1C(=O)N(Cc2cn(CCC3OCCO3)nn2)CCS(=O)(=O)N1Cc1ccc(-c2ccc(F)cc2Cl)cc1 (stereo not given),-6%,-8
CCC(=O)N=c1sc2c(OC)ccc(OC)c2n1C,9%,5
COc1ccc(CCN2CC(C(=O)NCCc3ncccc3C)CCC2=O)cc1 (stereo not given),14%,2
CCCCCNC(=O)C(c1ccnc2ccccc12)n1c(=O)c(-c2ccccc2)nc2ccccc21 (stereo not given),-8%,-35
c1ccc(-c2nc(C3CCCCC3)c3sccc3n2)cc1,-2%,11
Cc1ccc(F)cc1-c1cc(C(=O)NCc2cc(C(F)(F)F)cc(C(F)(F)F)c2)[nH]n1,0%,15
CC[C@@H](NCCCn1cnc2c(SC)ncnc21)c1ccccc1,-8%,?
CS(=O)(=O)N1Cc2cnnn2-c2ccccc2C1C#N (stereo not given),5%,15
Cn1c(=O)c2cc(NC(=S)NC3CCCCC3)ccc2n1Cc1ccc(F)cc1,44%[activator],-8
COc1ccc(-n2nnnc2C(c2ccccc2)N2CCC3(CC2)C(=O)NCN3c2ccccc2)cc1 (stereo not given),-20%,-5
CC(=O)Nc1ccc(S(=O)(=O)NCC(=O)OCC(=O)NCCc2ccccc2)cc1,0%,31
Cc1cc(=O)oc2cc(OCC(=O)NC3(C#N)CCCCC3)ccc12,4%,4
COC(=O)C[C@H]1C[C@H]2c3cc(NC(=O)NC4CCCC4)ccc3O[C@H]2[C@@H](CO)O1,-4%,3
Cc1ccc(S(=O)(=O)NN=C2CC(C)(C)CC(=O)C2(C)C)cc1,0%,-2
CCO[C@@H]1OC(C(=O)N2CCOCC2)=C[C@H](C(C)(C)C)[C@H]1CCCO,-1%,?
C[C@@H]1CN([C@@H](C)CO)C(=O)CCCn2cc(nn2)CO[C@H]1CN(C)S(=O)(=O)c1ccccc1C#N,11%,9
Cc1ccc(S(=O)(=O)Nc2ccccn2)c(C)c1,-18%,4
O=C(NCc1ccccc1)c1cc(C2CCCCN2S(=O)(=O)c2cccc3cccnc23)on1 (stereo not given),4%,-21
CCC(=O)N[C@H]1C=C[C@H](CC(=O)OC)O[C@@H]1CO,5%,-17
COc1ccc(S(=O)(=O)N(C)C[C@H]2OCc3cnnn3CCCC(=O)N([C@@H](C)CO)C[C@H]2C)cc1,4%,4
Cc1ccccc1-c1cnc(C(O)c2ccc(Cl)c(F)c2)[nH]1 (stereo not given),1%,5
O=c1[nH]c(=S)n(-c2ccc(Br)cc2)c2ncccc12,16%,15
CN(C(=O)COC(=O)c1cccc(S(=O)(=O)N2CCCCCC2)c1)c1ccccc1,1%,19
Cc1cc(NC(=O)CS(=O)c2cn(Cc3cccc(Cl)c3)c3ccccc23)no1 (stereo not given),-10%,-37
COc1cccc(-c2cnc(C(O)c3ccc(F)cc3)[nH]2)c1 (stereo not given),3%,68
O=C(Nc1ccccc1Cl)OCC#CCOC(=O)Nc1ccccc1Cl,-1%,-12
CCOC(=O)C1C(OC(=O)c2ccccc2)CC2CCC1N2C (stereo not given),3%,-19
CCOc1ccc(C2C3=C(CC(C)(C)CC3=O)N(CCCOC)C3=C2C(=O)CC(C)(C)C3)cc1OC,-7%,2
O=C(NN=Cc1ccc2c(c1)OCO2)c1ccccc1,65%[activator],33
FC(F)(F)c1ccc(-c2cccc3c2C2CC3CCN2Cc2ccc3c(c2)OCO3)cc1 (stereo not given),-2%,-18
Cc1ccccc1-c1nc(NC(C)C)nc2ccsc12,31%[activator],-3
CCCCCCCCN1CC(Cc2cc3ccccc3c3ccccc23)N(c2ccccc2)c2ccccc2C1=O (stereo not given),-7%,2
COCCCN1C(=O)C(CC(=O)NCc2ccco2)CC(C(=O)N2CCOCC2)=C1C (stereo not given),-2%,-11
COc1ccccc1CN1CCNC(=O)C1CC(=O)N(C)C1CCOCC1 (stereo not given),0%,-32
CCOC(=O)[C@]12CCCC=C1N(CCc1ccc(OC)c(OC)c1)C(=O)[C@H](CC(=O)NCCCN1CCCC1=O)C2,-10%,?
CCN(CC)C(=O)c1ccc2nc([C@H]3C[C@H](O)[C@@H](CO)O3)[nH]c2c1,0%,105
CCc1nc2ccc(C(=O)NCCCN3CCCC3=O)cn2c1N(C)C(=O)C1CCCCC1,1%,5
CC(C)(C)OC(=O)NCCc1onc(-c2cccc([N+](=O)[O-])c2)c1C(=O)O,-2%,-2

# Quoted from the results shown for reference:
molecule,AMA1-RON2 inh,HCMV antiviral
O=C(NN=Cc1ccc2c(c1)OCO2)c1ccccc1,65%[activator],33
FC(F)(F)c1ccc(-c2cccc3c2C2CC3CCN2Cc2ccc3c(c2)OCO3)cc1 (stereo not given),-2%,-18
Cc1ccccc1-c1nc(NC(C)C)nc2ccsc12,31%[activator],-3
CCCCCCCCN1CC(Cc2cc3ccccc3c3ccccc23)N(c2ccccc2)c2ccccc2C1=O (stereo not given),-7%,2
COCCCN1C(=O)C(CC(=O)NCc2ccco2)CC(C(=O)N2CCOCC2)=C1C (stereo not given),-2%,-11
COc1ccccc1CN1CCNC(=O)C1CC(=O)N(C)C1CCOCC1 (stereo not given),0%,-32
CCOC(=O)[C@]12CCCC=C1N(CCc1ccc(OC)c(OC)c1)C(=O)[C@H](CC(=O)NCCCN1CCCC1=O)C2,-10%,?

# (listing goes on)
molecule,AMA1-RON2 inh,HCMV antiviral
COC(=O)[C@]12CCCCC=C1N(CCc1ccc(OC)c(OC)c1)C(=O)[C@H](CC(=O)N1CCOCC1)C2,-1%,-1
Cc1ccc(C)c(NC(=O)C2CCCC2)c1,-7%,1
CSCCC(C(=O)NC1CCCC1)n1c(-c2ccncc2)nc2ccccc21 (stereo not given),6%,-9
Cn1c(=O)[nH]c(=O)c2c1nc(N1CCNCC1)n2CCOc1ccccc1,1%,9
Cc1ccc(S(=O)(=O)c2ccc([N+](=O)[O-])o2)cc1,-15%,-28
N[C@H](CO)Cc1ccccc1,-1%,?
Nc1ccc2cc3[nH]c4cc(N)ccc4c3nc2c1,-31%,-98*
Cn1nc(C2CC2)cc1NC(=O)C1(C)CCN1C(=O)Cc1ccc(-c2ccccc2)cc1 (stereo not given),-13%,-25
COc1ccc(C(C#N)=Cc2cccc(OC)c2OC)cc1,84%[activator],-39
COC(=O)C1=C(c2ccc(OCc3ccccc3)cc2)C[C@@H]2CC[C@H]1N2C(=O)NCc1ccccc1OC,-7%,-27
Cc1cccc(C(=Cc2ccc([N+](=O)[O-])cc2)C(=O)O)c1,-6%,?
COC(=O)C1=C(c2ccc(S(C)(=O)=O)cc2)C[C@@H]2CC[C@H]1N2C(=O)NCc1ccc(C(F)(F)F)cc1,6%,35
CCOC(=O)CCC1(C(=O)OC)C(=O)CCCCCC=C1C(=O)OC (stereo not given),4%,6
O=c1[nH]cc(CCCc2ccccc2)c(=O)[nH]1,2%,-11
CCc1nc2c(OCC(N)=O)cccn2c1N(C)C(=O)c1cccs1,0%,27
COc1cc(OC)cc(C(=O)NCCCCNC(=O)c2cc(OC)cc(OC)c2)c1,-10%,17
O=C(NCc1ccc(F)cc1)c1cc(C2CCCN(C(=O)c3cccs3)C2)on1 (stereo not given),3%,-5
Cc1ccc(CN2C(=O)C(C)Sc3ccc(C#N)cc32)cc1 (stereo not given),12%,-10
Cc1cc(Cl)ccc1C(O)c1ncc(-c2ccc(C(F)(F)F)cc2)[nH]1 (stereo not given),-13%,52
CC(=O)Nc1cc(-c2cccc(NS(C)(=O)=O)c2)cn2c(-c3ccccc3)cnc12,-11%,22
CC1CN(Cc2nc3c(c(=O)n(C)c(=O)n3C)n2CCc2ccccc2)CC(C)O1 (stereo not given),-1%,25
O=C(CCSc1nc(-c2ccccc2)c(-c2ccccc2)o1)N1CCCCC1,?,1
CC1(C)OC2CC3C4CCC5=CC(=O)CCC5(C)C4(F)C(O)CC3(C)C2(C(=O)CO)O1 (stereo not given),17%,53
CC(=O)Nc1cccc(-c2csc(C(NC(C)=O)c3ccc(F)c(F)c3)n2)c1 (stereo not given),-8%,37
CCCCn1c(CN(Cc2ccccc2)Cc2ccccc2)nc2c1c(=O)n(C)c(=O)n2C,-9%,5
COc1ccc(Br)cc1/C=N/NS(=O)(=O)c1ccccc1,-1%,-87*
O=C(O)C1CC(C(=O)O)SS1 (stereo not given),-26%,-28
CCC(CO)Nc1ccn2nc(-c3cccs3)cc2n1 (stereo not given),10%,84
O=C(NCc1ccccc1)C(c1ccccc1F)n1c(=O)c(-c2cc3ccccc3[nH]2)nc2ccccc21 (stereo not given),53%[activator],55
CC1(C)Nc2ccccc2C(=O)N1c1ccc(Br)cc1,14%,66
C[C@H]1CN([C@@H](C)CO)C(=O)c2cc(C#CCC3CCCC3)cnc2O[C@@H]1CN(C)C(=O)CC1CC1,-21%,13
CC(=O)c1cccc(-c2ccnc3c2CC(C(=O)Nc2ccc(Cl)cc2)O3)c1 (stereo not given),-3%,?
Cc1ccc(C)c(-n2c(Cc3cc(=O)[nH]c(=O)[nH]3)nnc2SCC(=O)NCc2ccco2)c1,-3%,36
COc1ccc(OCCN2CCC(C(=O)NC(C)c3cccc4ccccc34)CC2)cc1 (stereo not given),0%,-5
CCc1nc2ccc(C(=O)N3CCN(S(=O)(=O)CC)CC3)cn2c1N(C)C(=O)C1CCCCC1,6%,-19

# Fetched by structure from the list above, 4 records:
molecule,AMA1-RON2 inh,HCMV antiviral
CC(=O)c1cccc(-c2ccnc3c2CC(C(=O)Nc2ccc(Cl)cc2)O3)c1 (stereo not given),-3%,?
CCCCn1c(CN(Cc2ccccc2)Cc2ccccc2)nc2c1c(=O)n(C)c(=O)n2C,-9%,5
COc1ccc(OCCN2CCC(C(=O)NC(C)c3cccc4ccccc34)CC2)cc1 (stereo not given),0%,-5
O=C(O)C1CC(C(=O)O)SS1 (stereo not given),-26%,-28
